Source: PubChem (National Center for Advancing Translational Sciences (NCATS))
Imprint erasure: qHTS Assay for Compounds that Induce Erasure of Genomic Imprints. Potency, µM (highest dose often 60.7 µM), for inactives: top-dose activity change, positive = activation, usual class: activators. 110,000 tested, 0.02% active. mouse ES Peg3-LacZ reporter, beta-gal luminescence, 40 h;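 also: 0% = negative control wells on the plate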
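Readout: BetaGlo luminescence (5 min, room temp) for LacZ from the normally silent maternal Peg3 allele in female Peg3LacZ-Neo ES cells. Cells 300/well, 40 h, 37C, 5% CO2. Data normalized per plate to negative controls.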
p53ts 39C tox: qHTS Screen for Compounds that Selectively Target Cancer Cells with p53 Mutations: Cytotoxicity of p53ts Cells at the Nonpermissive Temperature. 130,000 tested, 1.5% active. Potency, µM (top dose mostly 46.1 µM), without a hit: at the highest dose activity change, negative = cell killing, most hits filed as cytotoxic. AID 902, 2007. H1299-p53A138V viability at 39C, ATP luminescence, 24 h; also: nearly all actives have a fitted effect of over 55% in size
p53ts 32C kill: qHTS Screen for Compounds that Selectively Target Cancer Cells with p53 Mutations: Cytotoxicity of p53ts Cells at the Permissive Temperature. 130,000 tested, 0.93% active. Potency, µM (top dose mostly 46.1 µM), for the others: at the top dose activity change, negative = cytotoxicity, hits mostly cytotoxic. H1299-p53A138V at 32C, ATP luminescence viability, 24 h;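 also: 0% = DMSO and -100% = full killing by reference compound; nearly all actives have a fitted effect of over 55% in size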
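H1299-p53 A138V cells (temperature-sensitive p53) exposed 24 h to up to 46 uM compound at 32C, where p53 is wild-type in conformation. Viability read as ATP luminescence and normalised to DMSO and 100 uM tamoxifen. AC50 fitted with the Hill equation.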
IkB sig inh: IkB Signaling; 110,000 tested, 0.04% active; Potency, µM (highest dose often 57.1 µM), inactives show top-dose IkBa stabilization activation; ABC-DLBCL IkBa-CBG/CBR dual luciferase ratio, 4 h; response scale: scaled: untreated 0%, proteasome inhibitor 100%; active = well fitted curve in the direction sought with a large enough effect in the signal ratio, not every such curve was filed as active; inconclusive = small, poorly fitted or top-dose-only effect, or a change in a side signal; the % refers to the signal ratio;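 also: the direction sought is a rising ratio; 0% = basal untreated cells and 100% = reference inhibitor full response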
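In this assay, an IκBα–CBG68 fusion accumulates when IKK-driven degradation is blocked; native CBR normalizes for cell number. OCI-Ly3 cells were treated 4 h with compound and doxycycline, then green and red light read after Chroma-Glo addition.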
Numbers without * were called inactive; ? = inconclusive; · = no result given; [ ] = dose if it differs, or a comment. Unless noted, calls follow the shape of the dose curve; as a rule, active = well fitted curve in the direction sought with a large enough effect; inconclusive = small, poorly fitted or top-dose-only effect, or another doubt; inactive = no such curve, though single readings can be large; an effect the other way counts as inactive or inconclusive. Unless noted, % is scaled to controls: 0 for no effect and ±100 for the full control effect; potency is read from the fitted curve at half-maximal effect.

#	Molecule	Imprint erasure	p53ts 39C tox	p53ts 32C kill	IkB sig inh
1	COc1cccc2cc(C(=O)Nc3cccc(C)n3)c(=O)oc12	0%	-4%	9%	2.3%
2	O=S(=O)(c1ccc(C2CCCCC2)cc1)N1CCN(c2cc(Cl)ccc2Cl)CC1	?	14%	0%	-0.4%
3	Cc1ccc(NS(=O)(=O)c2ccc3nc(-c4ccccc4)[nH]c3c2)cc1Cl	-15%[10.9 µM]	13µM*	?	?
4	Cc1ccc(-c2nnc3c4ccccc4c(C)nn23)cc1NC(=O)c1ccco1	-11%	5%	-3%	-2.4%
5	COc1ccc(C2C(C(=O)Nc3ccccc3)=C(C)Nc3nc(CCCO)nn32)cc1 (stereo unspecified)	8%	2%	0%	-1.3%
6	CCCCCn1nc(C)c(/C=N\NC(=O)c2cc(C)oc2C)c1C	·	-14%	-22%	·
7	Cc1n[nH]c(C)c1N1C(=O)c2cccc3c(Br)ccc(c23)C1=O	·	-11%	?	·
8	CCN(CC)CCCNC(=O)c1ccc2c(=O)n(CCc3ccccc3)c(=O)[nH]c2c1	9%[10.9 µM]	10%	-3%	3.9%
9	O=C(CCCc1cccs1)Nc1nc2c(s1)CCCC2	-13%	-12%	-1%	?
10	Cc1ccccc1C(=O)NC1(C(F)(F)F)N=C(c2ccccc2)N(C2CCCCC2)C1=O (stereo unspecified)	-13%[10.9 µM]	5%	4%	?
11	CCc1ccc2c(c1)NC(c1cccnc1)=NC(c1ccc(C(C)(C)C)cc1)=N2	-10%[10.9 µM]	-26%	0%	?
12	CCOc1ccc(CCNC(=O)C2CCCN(S(=O)(=O)c3c(C)n[nH]c3C)C2)cc1OCC (stereo unspecified)	-13%	6%	1%	-1.2%
13	COC(=O)c1ccccc1NC(=O)CCCn1nc(C)c2c(C)n(-c3ccccc3)nc2c1=O	12%[10.9 µM]	-15%	-4%	?
14	COCCCNC(=O)c1ccc(-n2c(-c3ccccc3)cc3c2CCC(C)C3)cc1 (stereo unspecified)	?	?	-3%	-1.6%
15	NC(=O)c1cc(-c2ccccc2)nc(N2CCCCCC2)n1	-15%	5%	-10%	1.6%
16	O=C1CC(c2ccc(F)cc2)c2c(c3ccccc3[nH]c2=O)O1 (stereo unspecified)	-9%[10.9 µM]	-1%	-5%	8.1%
17	c1ccc(OCCCn2nnc(-c3ccc(N4CCOCC4)cc3)n2)cc1	-13%	-5%	-4%	-1.6%
18	Cc1c(NC(=O)c2cc3nc(-c4ccc(Cl)cc4)cc(C(F)(F)F)n3n2)c(=O)n(-c2ccccc2)n1C	·	-2%	2%	·
19	Cc1c(Cl)cccc1-n1ncc(C(=O)N2CCC(C)CC2)c1C1CCN(C(=O)OC(C)(C)C)CC1	14%[10.9 µM]	2%	6%	?
20	O=S(=O)(c1ccc(Nc2ccc3c(c2)OCO3)nc1)N1CCOCC1	-22%	3%	-2%	-0.1%
21	CCOC(=O)N/N=C1/C[C@@H](O)[C@@H](O)[C@@H]2[C@@H]3C(=O)N(Cc4ccccc4)C(=O)[C@H]3CC[C@H]12	·	14%[9.22 µM]	-3%[9.22 µM]	·
22	CCSc1nc2ccccc2n1CC(=O)OC	9%	4%	2%	0.7%
23	COC(=O)CN1C(=O)C2(C(C#N)=C(N)Oc3n[nH]c(-c4cccs4)c32)c2ccccc21 (stereo unspecified)	-1%	-1%	-2%	-1.1%
24	CCOc1ccc(NC(=O)Cn2cc(C(=O)c3ccc(C)c(C)c3)c(=O)c3cc(F)ccc32)cc1	-8%[10.9 µM]	27%	5%	?
25	O=S(=O)(NC1CCCCC1)c1cccc(-c2nnc(-c3ccccc3)o2)c1	-20%	22%	-1%	21%

Pulled by compound from the list above (two):
#	Molecule	Imprint erasure	p53ts 39C tox	p53ts 32C kill	IkB sig inh
6	CCCCCn1nc(C)c(/C=N\NC(=O)c2cc(C)oc2C)c1C	·	-14%	-22%	·
20	O=S(=O)(c1ccc(Nc2ccc3c(c2)OCO3)nc1)N1CCOCC1	-22%	3%	-2%	-0.1%

Following part
#	Molecule	Imprint erasure	p53ts 39C tox	p53ts 32C kill	IkB sig inh
26	COc1ccc(C)cc1NS(=O)(=O)c1ccc2[nH]c(=O)c(=O)[nH]c2c1	-10%[10.9 µM]	24%	15%	1.2%
27	O=c1[nH]c2ccccc2c2ccccc12	-8%	-5%	-1%	-8.8%
28	NC(CC(=O)OC1CCCCC1)C(=O)OC1CCCCC1 (stereo unspecified)	-30%[inhibitor]	7%	2%	0.7%
29	COC(=O)Cc1c(C)nc2nc(NCc3ccc(Br)cc3)[nH]n2c1=O	-6%[10.9 µM]	6%	1%	?
30	O=C(c1ccc(CS(=O)(=O)c2ccc(Br)cc2)o1)N1CCN(c2ccccn2)CC1	0%	1%	-3%	?
31	Cc1ccc(Cn2c(=O)c3cccnc3n(Cc3ccc(C)cc3)c2=O)cc1	-9%[10.9 µM]	-20%	14%	?
32	O=S(=O)(Nc1ccc(S(=O)(=O)N2CCCCC2)cc1)c1ccc(Br)s1	4%	-2%	?	?
33	O=C(O)c1cc(C(=O)O)nc(C(=O)O)c1	-8%[10.9 µM]	0%[9.22 µM]	1%[9.22 µM]	-0.6%[11.4 µM]
34	COc1ccc(-c2cc(C(=O)NCCc3ccc(OC)c(OC)c3)c3c(-c4ccc(F)cc4)[nH]nc3n2)cc1	-7%[10.9 µM]	-2%	0%	1.4%
35	O=C(Nc1ccc(F)c(Cl)c1)C1CCN(c2ncccn2)CC1	-9%[10.9 µM]	-9%	0%	?
36	CCOC(=O)Cc1csc(N/C(=N/S(=O)(=O)c2cc(Br)ccc2OCC)c2ccccc2)n1	·	-1%	23%	·
37	Cc1cc(F)ccc1NC(=O)C1CCC(CNS(=O)(=O)c2ccc3c(c2)CCCC(=O)N3)CC1 (stereo unspecified)	-9%[10.9 µM]	-3%	1%	0.3%
38	Cc1ccc(C)c(CN2C(=O)c3ccccc3S(=O)c3ccc(C(=O)N4CCN(c5ccccc5F)CC4)cc32)c1 (stereo unspecified)	-7%[10.9 µM]	-14%	?	?
39	O=C(O)c1oc2ccc(Br)cc2c1-n1cccc1	2%	19%	7%	?
40	O=C(Nc1nc2c(s1)CCCC2)C1COc2ccccc2O1 (stereo unspecified)	-57%[inhibitor]	?	?	?
41	NC(=O)CSc1ncc2c(n1)-c1ccccc1N(Cc1ccc(F)cc1)S2(=O)=O	8%[10.9 µM]	?	-2%	-1.1%
42	O=C(O)C1CC=CCC1C(=O)Nc1cccc(C(=O)N2CCCCC2)c1 (stereo unspecified)	8%	-3%	-11%	0.7%
43	CCOC(=O)c1ccc(Nc2nc(C)cc(C)c2C#N)cc1	10%	9%	0%	0.3%
44	CCCn1c(=O)c2ccccc2n2c(SCc3nnc(-c4ccccc4Br)o3)nnc12	-1%	-11%	-22%	-0.2%
45	Cc1cccc(C)c1NC(=O)NC1(C(=O)NCCCN2CCOCC2)CCCCC1	·	13%	-1%	·
46	CCCOc1ccc(/C(O)=C2\C(=O)C(=O)N(CCCOC)C23C(=O)N(C)c2ccccc23)cc1 (stereo unspecified)	-2%	-3%	3%	1.5%
47	CCOC(=O)c1c(-c2cccs2)csc1NC(=O)CSc1ncn[nH]1	-8%	28%	40%[activator]	?
48	COc1ccc(NC(=O)c2sc3nc(C)c(C(=O)Nc4ccc(C)cc4C)c(-c4ccc(Cl)cc4)c3c2N)cc1	-8%[10.9 µM]	28%	5%	3.4%
49	COc1ccc(C)cc1S(=O)(=O)N(CC(=O)N1CCCC1)c1ccccc1	-13%	3%	5%	-2.1%
50	O=C(NC1CSC/C1=N\O)c1ccccc1 (stereo unspecified)	12%	-5%	0%	2.5%

Ordered by molar mass (highest first): part of the list above.
#	Molecule	Imprint erasure	p53ts 39C tox	p53ts 32C kill	IkB sig inh
49	COc1ccc(C)cc1S(=O)(=O)N(CC(=O)N1CCCC1)c1ccccc1	-13%	3%	5%	-2.1%
43	CCOC(=O)c1ccc(Nc2nc(C)cc(C)c2C#N)cc1	10%	9%	0%	0.3%
33	O=C(O)c1cc(C(=O)O)nc(C(=O)O)c1	-8%[10.9 µM]	0%[9.22 µM]	1%[9.22 µM]	-0.6%[11.4 µM]

The results go on:
#	Molecule	Imprint erasure	p53ts 39C tox	p53ts 32C kill	IkB sig inh
51	Cc1cc(C(=O)OCC(=O)NCCc2ccccc2)c(C)o1	-9%	-3%	4%	-0.8%
52	OCc1cc([C@@H](O)CNCCCCCCOCCCCc2ccccc2)ccc1O	-16%	13µM*	-2%	?
53	O=C(c1cc(-c2ccc3c(c2)OCO3)on1)N1CCOCC1	-85%[inhibitor]	7.9µM*	7.9µM*	?
54	COc1ccc(C(c2nnnn2Cc2ccccc2)N2CCN(c3nc4ccccc4s3)CC2)cc1OC (stereo unspecified)	·	-4%	8%	·
55	CC(=O)OC(C(=O)NC1CCCCC1)c1ccc(C)cc1 (stereo unspecified)	-7%	4%	7%	1.6%
56	Cc1cccc(N2C(=O)C(CC(=O)Nc3cccc(F)c3)N(Cc3cccs3)C2=O)c1 (stereo unspecified)	2%[10.9 µM]	-16%	-9%	?
57	COc1ccc(OCC(=O)Nc2cccc3cccnc23)cc1	-13%	-15%	0%	?
58	CC(C)CN1CCC2(CC1)CCN(C(=O)c1ccco1)CC2	·	-7%	-10%	0.8%[11.4 µM]
59	CCc1cccc(C)c1NC(=O)NC1COc2ccccc2C1 (stereo unspecified)	-10%[10.9 µM]	22%	7%	0.8%
60	CC(=O)C1=C(C)NC(C)=C(C(C)=O)C1c1cn(-c2ccccc2)nc1-c1cccs1	·	2%	5%	·
61	O=C(Nc1cc(C(F)(F)F)ccc1Cl)c1cc(S(=O)(=O)NCc2ccccc2)ccc1F	-13%[10.9 µM]	-22%	-3%	1.9%
62	Cc1ccccc1Nc1nnc(C)c(=O)[nH]1	15%	21%	-7%	14%
63	O=C(O)c1cscc1Cc1cccs1	-8%[10.9 µM]	12%[9.22 µM]	-4%[9.22 µM]	0.4%[11.4 µM]
64	CC(=O)Nc1ccc(S(=O)(=O)NCCc2csc(C)n2)cc1	-14%	4%	5%	1.3%
65	C=CCSc1nnc2c(n1)[nH]c1c(C)cccc12	-28%	1%	-20%	?
66	CC(=O)Nc1ccc(S(=O)(=O)Nc2nc3ccccc3nc2Sc2nncn2C)cc1	-4%	-2%	4%	?
67	COc1ccccc1NC(=O)CN1CCN(Cc2ccccc2)CC1	-7%	19%	10%	-1.1%
68	CCOc1ccc(NC(=O)CS(=O)CC(=O)NC2CCCc3ccccc32)cc1 (stereo unspecified)	0%	6%	2%	-1.9%
69	CCc1ccccc1NC(=O)CSCc1cnn(-c2ccccc2)c1-n1cccc1	-17%[10.9 µM]	?	-4%	1.0%
70	COc1cc(NC(=O)CC2C(=O)N(c3cccc(C)c3)C(=O)N2Cc2ccco2)cc(OC)c1 (stereo unspecified)	4%[10.9 µM]	-6%	7%	-0.2%
71	COc1ccc(C(c2nnnn2C2CCCCC2)N2CCN(c3ccccc3F)CC2)cc1 (stereo unspecified)	2%	0%	3%	1.3%
72	O=C(Cn1nnc(-c2ccccc2F)n1)Nc1ccc(C(=O)N2CCOCC2)cc1	1%	10%	-5%	1.2%
73	Cc1ccc(OCC(=O)OCc2cc(=O)n3ccsc3n2)cc1C	-6%[10.9 µM]	-13%	-2%	-2.1%
74	CCOC(=O)CN1C(=O)C2(OCCCO2)c2ccccc21	-1%	6%	8%	-3.8%
75	CCCN(CCC)CCCNC(=O)CS(=O)Cc1nc(-c2ccc(OC)c(OC)c2)oc1C (stereo unspecified)	-25%	-5%	-13%	-2.4%
76	N=c1c(C(=O)NCc2ccco2)cc2c(=O)n3ccccc3nc2n1Cc1ccc(Cl)cc1	-8%	-3%	0%	1.2%
77	CCN(CCCNC(=O)c1nn(-c2ccc(OC)c(Cl)c2)c(=O)c2c1c1ccccc1n2C)c1ccccc1	-14%[10.9 µM]	20%	4%	-2.5%

Reformatted: results already given
[75] CCCN(CCC)CCCNC(=O)CS(=O)Cc1nc(-c2ccc(OC)c(OC)c2)oc1C (stereo unspecified)
[76] N=c1c(C(=O)NCc2ccco2)cc2c(=O)n3ccccc3nc2n1Cc1ccc(Cl)cc1

compound no.,75,76
Imprint erasure,-25%,-8%
p53ts 39C tox,-5%,-3%
p53ts 32C kill,-13%,0%
IkB sig inh,-2.4%,1.2%
